# From PubChem
# MCF10A rereplic: induces DNA re-replication in MCF 10a normal breast cells. 350,000 compounds, 2.9% hits. Potency, µM (highest dose often 46.1 µM), for inactives: at the highest dose activity, positive = re-replication, actives largely listed as activators. MCF 10A DNA re-replication, Hoechst nuclear intensity, 48 h; also: potency is read from the fitted curve at half-maximal effect; % of control where 0% means no effect; nearly all actives have a fitted effect of over 50% in size
# KB-3-1 cytotox: kills parental KB-3-1 adenocarcinoma cells; KB-3-1 viability, CellTiter-Glo ATP luminescence, 72 h; 400,000 compounds, 1.4% hits; Potency, µM (series often up to 46.1 µM), inactives show top-dose activity change, negative = cytotoxic, hits mostly cytotoxic; also: potency is read from the fitted curve at half-maximal effect; % is scaled to controls: 0 for no effect and ±100 for the full control effect; nearly all actives have a fitted effect of over 60% in size
#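 72 h, 37 °C compound treatment of KB-3-1 parental cells; CellTiter-Glo added, 10 min, luminescence read. Data corrected against DMSO-only plates and normalized before curve fitting.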
# ATXN2 expr inh: reduces ATXN2 reporter expression in HEK-293 cells. HEK-293 ATXN2-luciferase reporter, luminescence, 24 h. Potency, µM (top dose mostly 57 µM), inactives show at the top dose activity change, negative = inhibition, most hits filed as inhibitors. 360,000 compounds, 0.72% hits. AID 1745845; also: potency is read from the fitted curve at half-maximal effect; % is scaled to controls: 0 for no effect and ±100 for the full control effect; nearly all actives have a fitted effect of over 55% in size
#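 ATXN2-luciferase reporter cells (luciferase flanked by upstream and downstream ATXN2 gene portions) were treated 24 h at 37 °C with compounds at up to 57 uM. SteadyGlo luminescence gave expression; GF-AFC fluorescence gave viability.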
# ATXN viability: cell viability loss in ATXN counter-screen; S2 cells (HEK-293 line with an ATXN2-luciferase reporter) viability, CellTiter-Fluor protease fluorescence, 24 h; Potency, µM (titrated, usually from 56.7 µM), most hits filed as cytotoxic; 400,000 compounds, 0.49% hits; AID 651635; also: potency is read from the fitted curve at half-maximal effect; nearly all actives have a fitted effect of over 40% in size
# HT1080-NT tox: kills 2HG-producing HT-1080-NT fibrosarcoma cells | HT-1080-NT fibrosarcoma viability, CellTiter-Glo ATP luminescence, 48 h | Potency, µM (doses to about 46.1 µM), for inactives: at the top dose activity, negative = less viability, hits mostly cytotoxic | 360,000 compounds, 1.6% hits | AID 686970;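 also: NT is the 2HG producing partner of a matched IDH1 knockdown line; potency is read from the fitted curve at half-maximal effect; 0% = DMSO-treated cells and -100% = media-only wells without cells; nearly all actives have a fitted effect of over 55% in size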
#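 A 48-hour cytotoxicity screen used HT-1080-NT cells plated 2 hours before compound delivery. ATP-based CellTiter-Glo luminescence measured viability, normalized to DMSO and no-cell controls.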
# IL-1B inflam inh: inhibitors of inflammasome signaling (IL-1 beta secretion) | 360,000 compounds, 4.7% hits | activity change, % at 57.5 µM | THP-1 LPS/ATP IL-1B secretion, AlphaLISA, 16 h; active compounds read low; in the data active = activity change below about -50%; inconclusive = mostly about -30% to -49%; also: % is scaled to controls: 0 for no effect and ±100 for the full control effect
#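 THP-1 cells pretreated 1 hr with compounds (up to 57.5 uM final), then stimulated with LPS (250 ng/mL final) plus ATP (1.25 mM final); secreted IL-1B measured by AlphaLISA after 16 hr, decreased signal indicating inhibition.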
# SW480 rerep: induces DNA re-replication in SW480 colon adenocarcinoma cells. SW480 DNA re-replication, Hoechst DNA content imaging, 48 h. Potency, µM (doses to about 46.1 µM), for inactives: at the top dose re-replication activation, hits mostly activators. 340,000 compounds, 1.8% hits. AID 624297; also: potency is read from the fitted curve at half-maximal effect; % of control where 0% means no effect; nearly all actives have a fitted effect of over 55% in size
#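 Treated cells incubate 48 hr (37 C, 5% CO2), are stained 40 min with Hoechst, and nuclear fluorescence is enumerated; a rise in nuclei with high DNA signal marks re-replication.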
# KB-V1 MDR tox: KB-V1 MDR subline cytotoxicity; KB-V1 MDR cells viability, CellTiter-Glo, 72 h; Potency, µM (doses to about 46.1 µM), for the others: at the top dose activity change, negative = cytotoxicity, hits mostly cytotoxic; 400,000 compounds, 3.4% hits; also: potency is read from the fitted curve at half-maximal effect; % is scaled to controls: 0 for no effect and ±100 for the full control effect; nearly all actives have a fitted effect of over 60% in size
#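 KB-V1 cells (P-gp-expressing MDR subline of KB-3-1) in phenol-red-free DMEM with 10% FBS were exposed to library compounds over a concentration series for 72 h at 37 degrees C. Viability read by CellTiter-Glo luminescence; concentration-effect curves fitted after normalization.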
# HT1080 IDH1KD tx: kills HT-1080 cells with IDH1 knockdown | HT-1080 IDH1 knockdown viability, ATP luminescence, 48 h | Potency, µM (titrated, usually from 46.1 µM), without a hit: at the top dose activity, negative = toxicity, usual class: cytotoxic | 360,000 compounds, 2% hits;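 also: potency is read from the fitted curve at half-maximal effect; 0% = DMSO wells and -100% = cell-free medium wells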
#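 After a 2 h attachment period, IDH1KD HT-1080 cells took pin-transferred compound for 48 h at 37 °C; ATP-based luminescence after 10 min room-temperature reagent incubation reported viability.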
# Numbers without * were called inactive; i = inactive; u = inconclusive; x = not tested or not shown; & = joins results of further samples; [ ] = remark or other dose. Unless noted, calls follow the shape of the dose curve; as a rule, active = well fitted curve in the direction sought with a large enough effect; inconclusive = small, poorly fitted or top-dose-only effect, or another doubt; inactive = no such curve, though single readings can be large; an effect the other way counts as inactive or inconclusive.
SMILES,MCF10A rereplic,KB-3-1 cytotox,ATXN2 expr inh,ATXN viability,HT1080-NT tox,IL-1B inflam inh,SW480 rerep,KB-V1 MDR tox,HT1080 IDH1KD tx
O=C(Cc1ccccc1[N+](=O)[O-])N1CCc2ccccc2C1,7%,2%,37%,i,u,-5,-53%[inhibitor],10%,0%
COc1ccc(C(=O)NC2CC3CCCC(C2)N3Cc2ccccc2)cc1OC (centres undefined),u,5%,-50%,i,-4%,6,u,-5%,0%
CCCCn1nc(C(=O)N(C)C2CCCCC2)c2ccccc2c1=O,6%,-3%,x,u,0%,11,2%,-4%,-10%
CC(=O)c1c(OC(=O)c2cccc(Cl)c2)c2ccccc2n1C,-3%,18%,1%,i,14%,30,0%,26%,7%
Cc1ccc(-n2ncc3c2CC(C)(C)CC3NC(=O)CCc2c(C)noc2C)cc1 (centres undefined),-1%,-5%,1%,i,9%,-9,0%,-17%,0%
COc1ccccc1NC(=O)CSc1nnc(C)o1,-7%,-5%,2%,i,0%,30,0%,16%,-1%
O=C(c1cccc(NS(=O)(=O)c2cccc([N+](=O)[O-])c2)c1)N1CCOCC1,2%,-6%,-7%,i,11%,4,-15%,u,2%
O=S(=O)(NCCc1ccncc1)c1ccc(F)cc1,-8%,14%,14%,i,14%,4,-6%,9%,8%
COc1ccccc1CCc1nnc(CCC(=O)NC(C)Cc2ccsc2)o1 (centres undefined),1%,-1%,-15%,i,-8%,-5,-8%,u,1%
COCCn1c(=O)[nH]c2cc(C(=O)NCCN3CCN(c4ccccc4)CC3)ccc2c1=O,9%,-1%,-13%,i,-2%,54,-5%,3%,0%
COc1cc(OC)c(NC(=O)c2cc3ccccc3cc2O)cc1Cl,21µM*,u,u,i,-11%,-78*,26%,u,-9%
Cc1cccc(NC(=O)CSC2=Nc3ccccc3C3=NC(CC(=O)NCc4cccs4)C(=O)N23)c1 (centres undefined),x,-7%,-2%,u,x,x,x,1%,x
COCCN(C(=O)COC(=O)Cc1c(C)nc2ccccc2c1C)c1c(N)n(CC(C)C)c(=O)[nH]c1=O,-6%,-15%,13%,i,11%,32,2%,4%,6%
COC(=O)C1=C(C)NC(=O)CC1c1cc2c(cc1Br)OCO2 (centres undefined),4%,-25%,4%,i,4%,21,-7%,-1%,5%
COc1ccc(C2C(CN3CCOCC3)C(=O)N2c2ccccc2)cc1 (centres undefined),-1%,5%,-14%,i,8%,15,-2%,u,0%
COC(=O)Cn1c(=O)oc2ccc(C)cc21,-3%,14%,-7%,i,2%,15,-9%,3%,1%
CCOC(=O)c1c(S(=O)(=O)NCc2ccco2)c(C)n(C)c1C,3%,-4%,12%,i,3%,9,-11%,3%,17%
CC(=O)Nc1ccc(S(=O)(=O)NCC2CCC(C(=O)N3CCN(c4ccccn4)CC3)CC2)cc1 (centres undefined),0%,1%,6%,i,-3%,-12,0%,0%,4%
CCOc1ccc(Br)cc1S(=O)(=O)Nc1ccc(C(=O)Nc2ccc(C)cc2)cc1,u,22%,2%,u,-11%,-17,0%,7.3µM*,-17%
CCOC(=O)c1ccc(NC(=O)C(=O)NCc2ccco2)cc1,20%,13%&18%,-32%&11%,i,-2%,8,11%,8%&2%,-1%

# Results in ATXN2 expr inh, HT1080-NT tox and KB-V1 MDR tox, for two of the compounds above:
molecule | ATXN2 expr inh | HT1080-NT tox | KB-V1 MDR tox
COc1ccc(C2C(CN3CCOCC3)C(=O)N2c2ccccc2)cc1 (centres undefined) | -14% | 8% | u
COC(=O)Cn1c(=O)oc2ccc(C)cc21 | -7% | 2% | 3%

# Molecules shown so far that contain a Cl atom:
SMILES,MCF10A rereplic,KB-3-1 cytotox,ATXN2 expr inh,ATXN viability,HT1080-NT tox,IL-1B inflam inh,SW480 rerep,KB-V1 MDR tox,HT1080 IDH1KD tx
CC(=O)c1c(OC(=O)c2cccc(Cl)c2)c2ccccc2n1C,-3%,18%,1%,i,14%,30,0%,26%,7%
COc1cc(OC)c(NC(=O)c2cc3ccccc3cc2O)cc1Cl,21µM*,u,u,i,-11%,-78*,26%,u,-9%

# Further records:
SMILES,MCF10A rereplic,KB-3-1 cytotox,ATXN2 expr inh,ATXN viability,HT1080-NT tox,IL-1B inflam inh,SW480 rerep,KB-V1 MDR tox,HT1080 IDH1KD tx
Cc1cc(C)n2c(C)nnc2c1,0%,13%,0%,i,u,-6,-1%,-1%,u
CCn1nc(C)c(CN2CCN(Cc3ccc(OC)c(C)c3C)C(CCO)C2)c1C (centres undefined),0%,-1%,-19%,i,-2%,10,4%,-4%,-11%
CS(=O)(=O)N1CCCC(C(=O)Nc2ccccc2F)C1 (centres undefined),5%,22%,6%,i,8%,-10,-1%,19%,11%
CN(C)c1ccc(/C=N/N(CCC#N)C2=NS(=O)(=O)c3ccccc32)cc1,6%,21%,-4%,i,6%,23,7%,9%,0%
CCCC[C@@H]1C[C@H]1[C@@H](NC(=O)c1cccs1)c1ccc(Cl)cc1,u,u,-22%,i,u,-19,u,u,u
O=C(Nc1ccccc1C(F)(F)F)c1cc2ccccn2n1,x,-1%,122%[activator],i,x,x,x,13%,x
CNC(=S)N/N=C/c1c(C)cccc1Cl,7%,1%,-31%,i,-4%,-2,-2%,-11%,-8%
O=C(/C=C/c1ccc(S(=O)(=O)NCc2ccco2)cc1)N1CCN(c2ccccc2)CC1,10%,u,u,i,-14%,0,8%,-25%,-7%
CCCCCCCCN1C(=O)[C@H](CC(=O)NCC2CCCCC2)C[C@@]2(C(=O)OC)CC(C)(C)CC=C12,x,-16%,x,x,-16%,-6,x,u,0%
CCn1nc(C)c(Br)c1-c1nc(CS(=O)(=O)c2ccc(F)cc2)no1,15%,8%,26%,i,-1%,49,-10%,0%,-2%

# Compound profiles, from the list above:
# CNC(=S)N/N=C/c1c(C)cccc1Cl is entered as MCF10A rereplic: 7%; KB-3-1 cytotox: 1%; ATXN2 expr inh: -31%; ATXN viability: i; HT1080-NT tox: -4%; IL-1B inflam inh: -2; SW480 rerep: -2%; KB-V1 MDR tox: -11%; HT1080 IDH1KD tx: -8%
# CCCC[C@@H]1C[C@H]1[C@@H](NC(=O)c1cccs1)c1ccc(Cl)cc1 is entered as MCF10A rereplic: u; KB-3-1 cytotox: u; ATXN2 expr inh: -22%; ATXN viability: i; HT1080-NT tox: u; IL-1B inflam inh: -19; SW480 rerep: u; KB-V1 MDR tox: u; HT1080 IDH1KD tx: u
# O=C(Nc1ccccc1C(F)(F)F)c1cc2ccccn2n1 is entered as MCF10A rereplic: x; KB-3-1 cytotox: -1%; ATXN2 expr inh: 122%[activator]; ATXN viability: i; HT1080-NT tox: x; IL-1B inflam inh: x; SW480 rerep: x; KB-V1 MDR tox: 13%; HT1080 IDH1KD tx: x

# (continued)
SMILES,MCF10A rereplic,KB-3-1 cytotox,ATXN2 expr inh,ATXN viability,HT1080-NT tox,IL-1B inflam inh,SW480 rerep,KB-V1 MDR tox,HT1080 IDH1KD tx
O=C(O)CCC(=O)N1N=C(c2ccccc2)CC1c1ccc2nccnc2c1 (centres undefined),-6%,18%,2%,i,14%,22,3%,-28%,11%
COC(=O)c1cc(C(=O)OC)n(Cc2ccc(Br)cc2)n1,5%,-4%,25%,i,-5%,2,-11%,u,-28%
O=C(Nc1cccc(-c2cn3cccnc3n2)c1)c1ccco1,0%,u,3%,i,-4%,4,-6%,1%,-5%
N#C/C(=C/C=C/c1ccccc1)C(=O)Nc1ccccc1,17%,-10%,-5%,i,-21%,-28,u,16µM*,u
O=C(O)CCCCOn1ccnc1,u,-5%,-32%,i,9%,3,-29%,4%,10%
CCOc1ccccc1NC(=O)COc1ccc2c(c1)OCO2,1%,0%,20%,i,-10%,44,3%,u,-8%
CC(=O)Oc1[nH]c(=O)c2cccc3c2c1CCC3,x,0%,x,i,-12%,-11,x,2%,2%
CSc1ccccc1NC(=O)c1ccc(N2CC3CC(C2)c2cccc(=O)n2C3)c(NC(=O)c2ccncc2)c1 (centres undefined),2%,7%,7%,i,4%,u,-20%,-3%,0%
CC(C)(C)SCCNC(=O)/C=C/c1cccc([N+](=O)[O-])c1,-3%,16%,29%,i,11%,-14,0%,4%,12%
Cc1ccccc1C(=O)N/N=C1/SCC(=O)N1Cc1ccccc1,-5%,0%,-14%,i,-17%,0,-27%,u,2%

# Some of these compounds in order of number of heavy atoms, largest number first:
SMILES,MCF10A rereplic,KB-3-1 cytotox,ATXN2 expr inh,ATXN viability,HT1080-NT tox,IL-1B inflam inh,SW480 rerep,KB-V1 MDR tox,HT1080 IDH1KD tx
CCOc1ccccc1NC(=O)COc1ccc2c(c1)OCO2,1%,0%,20%,i,-10%,44,3%,u,-8%
CC(C)(C)SCCNC(=O)/C=C/c1cccc([N+](=O)[O-])c1,-3%,16%,29%,i,11%,-14,0%,4%,12%
CC(=O)Oc1[nH]c(=O)c2cccc3c2c1CCC3,x,0%,x,i,-12%,-11,x,2%,2%

# Continuation:
SMILES,MCF10A rereplic,KB-3-1 cytotox,ATXN2 expr inh,ATXN viability,HT1080-NT tox,IL-1B inflam inh,SW480 rerep,KB-V1 MDR tox,HT1080 IDH1KD tx
Cc1cc2nc(-c3ccc(OCc4ccccc4)cc3)cc(C(F)(F)F)n2n1,x,6%,12%,i,x,x,x,17%,x
COCCn1nnnc1C(c1ccc2ncccc2c1)N1CCc2ccccc21 (centres undefined),-5%,1%,-9%,i,2%,5,4%,-12%,0%
CN(Cc1ccco1)C(=O)c1ccc(CNS(=O)(=O)c2ccc3c(c2)C(C)(C)C(=O)N3C)cc1,2%,-11%,-19%,i,1%,0,u,-16%,-1%
CCOc1cc(/C=N/NC(N)=O)cc(Br)c1OCC(=O)Nc1cccc2ccccc12,u,-3%,-17%,i,-9%,-17,1%,-1%,-11%
Cc1nn(Cc2ccccc2)c(C)c1/C=N/NC(=O)CNc1cccc(C(F)(F)F)c1,u,u,x,x,-23%,-23,2%,-26%,-29%
CC(C)C(NC(=O)c1ccccc1)c1nnc(SCC(=O)NC2CCCC2)n1C (centres undefined),5%,3%,-2%,i,1%,-1,-64%[inhibitor],11%,0%
